Vif inh: HIV Vif self-association inhibitors, primary screen, imaging, HEK293T, single point | HEK293T cells, Vif self-association by quenched fluorescence, 24 h | inhibition, % at 7.49 µM | 0.35% of 340,000 active | AID 602346, 2012; in the data active = inhibition above about 50%, passing the limit was not always enough; inconclusive = no clear call, values can overlap the other calls; inactive = below about 31%; also: some results filed as inactive read as strong as hits
EBV LMP1 NFkB: EBV LMP1-driven NF-kappaB luciferase reporter inhibitors, primary screen, cell-based, luminescence, single point; LMP1-induced NF-kappaB luciferase reporter cells; inhibition, % at 12.5 µM; 0.69% of 350,000 active; in the data active = inhibition above about 41%; inconclusive = no clear call, values can overlap the other calls;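 also: 0% = neutral control wells and 100% = reference inhibitor control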
COUP-TFII inh: NR2F2 transcriptional activity inhibitors, primary screen, cell-based, luciferase reporter, HEK293T, luminescence; 0.7% of 370,000 active; HEK293T NGFI-A luciferase reporter; AID 686940, 2013; inhibition, % at 8.6 µM;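 active = inhibition above a per-plate cutoff, mean inhibition of test wells between control levels plus 3 SD, cut at about 38% in these data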;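 also: cells cotransfected with COUP-TFII expression vector driving the NGFI-A reporter; 0% = median of COUP-TF2 test wells and 100% = reporter-only cells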
NCOA2 inhibitor: inhibition of GAL4-SRC2 driven luciferase reporter, primary screen, SRC2 inhibitor project, cell-based, luminescence; inhibition, % at 9 µM; 0.17% of 370,000 active; HEK293 GAL4-SRC2 luciferase reporter; Nuclear receptor coactivator 2 (Homo sapiens), Q15596; AID 651957, 2012;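 active = inhibition above the mean inhibition of all tested compounds plus 3 SD, set per campaign, cut at about 52% in these data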;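 also: 0% = DMSO treated cells and 100% = cells given Gossypol at 36 µM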
TRAIL sens C8: viability loss with TRAIL in NB7+C8 cells, primary screen, TRAIL sensitizer project, cell-based, ATPlite luminescence; inhibition (viability loss, TRAIL sensitization), % at 10 µM; 1% of 360,000 active; AID 624354, 2012;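 active = compounds causing at least 50% loss of cell viability in the single-dose screen, relative to plate controls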
NCOA3 inh: SRC3 coactivator transcriptional activity inhibitors, primary screen, cell-based, luminescence. HEK293 GAL4-SRC3 luciferase reporter. inhibition, % at 3.6 µM. 0.17% of 360,000 active. AID 588352, 2011;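 active = inhibition above a per-campaign cutoff, the mean of all compounds plus 3 SD, cut at about 60% in these data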;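 also: 0% = DMSO-treated cells and 100% = gossypol-treated cells at 36 µM; higher means less SRC3-driven luciferase light from the GAL4 reporter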
SRC1 inh: SRC1 coactivator transcriptional activity inhibitors, primary screen, cell-based, luminescence | HEK293 GAL4-SRC1 luciferase reporter | 0.12% of 360,000 active | Nuclear receptor coactivator 1 (Homo sapiens), Q15788 | inhibition, % at 3.6 µM | AID 588354, 2011;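 active = inhibition above the campaign mean plus 3 SD, with each screening campaign given its own cutoff, cut at about 60% in these data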;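 also: 0% = DMSO treated cells and 100% = gossypol at 36 µM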
NOD2 RIPK2 PPI: NOD2-RIPK2 binding disruptors in cells, primary screen, fluorescence, CHO cells, BLA complementation; 0.38% of 360,000 active; Receptor-interacting serine/threonine-protein kinase 2 (Homo sapiens), O43353; inhibition, % at 4.98 µM; CCF4 ratio; AID 624267, 2012; in the data active = inhibition above about 21%;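 also: 0% = vehicle only and 100% = reference blocker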
Target sequence (O43353 whole entry, looked up): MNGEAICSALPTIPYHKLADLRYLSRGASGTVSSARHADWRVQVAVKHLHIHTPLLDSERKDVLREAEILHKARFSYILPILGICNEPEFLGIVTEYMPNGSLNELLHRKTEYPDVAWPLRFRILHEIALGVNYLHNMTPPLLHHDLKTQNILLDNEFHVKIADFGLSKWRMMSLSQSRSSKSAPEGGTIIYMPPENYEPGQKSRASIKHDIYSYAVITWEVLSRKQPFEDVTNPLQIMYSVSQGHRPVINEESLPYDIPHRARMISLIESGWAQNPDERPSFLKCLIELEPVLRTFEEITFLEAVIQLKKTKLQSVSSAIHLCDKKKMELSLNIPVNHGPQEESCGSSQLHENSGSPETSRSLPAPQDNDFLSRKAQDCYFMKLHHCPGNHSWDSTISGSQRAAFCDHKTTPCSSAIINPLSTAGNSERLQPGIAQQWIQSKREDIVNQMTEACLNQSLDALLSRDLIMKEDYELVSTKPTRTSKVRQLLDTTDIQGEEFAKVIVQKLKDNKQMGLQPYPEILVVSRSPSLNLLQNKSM
TLR9-MyD88 block: inhibitors of TLR9-MyD88 association in cells, primary screen, cell-based, CHO, BLA complementation, fluorescence. AID 504734, 2011. CCF4 FRET ratio. inhibition, % at 4.98 µM. Toll-like receptor 9 (Homo sapiens) + Myeloid differentiation primary response protein …. 0.21% of 340,000 active;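 active = inhibition above the mean over all tested compounds plus 3 SD, cut at about 21% in these data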;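 also: 0% = DMSO only wells and 100% = clavulanate BLA inhibitor control wells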
NR5A2 inv ag: LRH-1 (NR5A2) inverse agonists, primary screen, cell-based, luminescence, HEK293T, StAR-luciferase reporter | Nuclear receptor subfamily 5 group A member 2 (Homo sapiens), O00482 | inhibition, % at 3.6 µM | 0.13% of 360,000 active | AID 602396, 2012 | LRH-1 transfected, 24 h;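 active = inhibition above the mean inhibition of all tested compounds plus 3 SD, cut at about 73% in these data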;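 also: 0% = DMSO wells and 100% = reporter-only cells lacking LRH-1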
Target sequence (O00482 whole entry, looked up): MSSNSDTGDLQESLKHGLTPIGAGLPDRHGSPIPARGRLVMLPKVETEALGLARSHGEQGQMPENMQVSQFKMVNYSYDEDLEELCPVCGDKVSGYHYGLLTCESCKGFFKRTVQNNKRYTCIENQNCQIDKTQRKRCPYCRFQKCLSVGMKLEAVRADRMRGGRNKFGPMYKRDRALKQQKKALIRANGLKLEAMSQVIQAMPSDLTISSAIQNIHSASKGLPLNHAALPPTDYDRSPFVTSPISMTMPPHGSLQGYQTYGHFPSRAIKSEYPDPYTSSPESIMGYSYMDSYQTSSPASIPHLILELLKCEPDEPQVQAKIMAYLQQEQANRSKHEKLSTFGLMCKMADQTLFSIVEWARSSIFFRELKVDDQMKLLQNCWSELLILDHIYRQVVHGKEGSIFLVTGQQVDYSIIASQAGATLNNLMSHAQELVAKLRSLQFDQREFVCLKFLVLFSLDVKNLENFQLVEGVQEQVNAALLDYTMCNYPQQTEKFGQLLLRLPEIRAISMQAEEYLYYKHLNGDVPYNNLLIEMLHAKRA
TROY NFkB inh: inhibitors of TROY-driven NF-kB signaling, primary screen, Q293 LMP1-TROYcd cells, NF-kB luciferase, uHTS; Q293 LMP1-TROYcd NF-kB luciferase reporter, 4 h; inhibition, % at 10 µM; 0.98% of 360,000 active;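 active = compounds whose plate-normalised and pattern-corrected inhibition of the luciferase reporter signal at the single screening dose is 50% or more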
Active calls of the source: *; ? = inconclusive; · = no result given.

SMILES	Vif inh	EBV LMP1 NFkB	COUP-TFII inh	NCOA2 inhibitor	TRAIL sens C8	NCOA3 inh	SRC1 inh	NOD2 RIPK2 PPI	TLR9-MyD88 block	NR5A2 inv ag	TROY NFkB inh
C=CCn1c(-c2csc3c2CCC(C)C3)n[nH]c1=S (stereo unspecified)	-5	0	9	6	6	-18	-1	1	7	1	-13
O=C(CNC(=S)NC(=O)c1ccc(F)cc1)c1ccccc1	1	10	2	-16	-9	2	-21	-5	2	2	-42
CCOc1ccc(NC(=O)C/C(C)=N/NC(=O)COc2ccc(Br)cc2C)cc1	8	-2	6	-6	-3	6	-48	2	-4	-3	3
Cc1c(N2CCCCC2)[nH]c2ccccc12	1	3	-4	-7	6	10	-5	-10	9	-15	-9
CCOC(=O)c1cc(-c2ccc(OC)cc2)n(CCC(=O)NC2CCN(Cc3ccccc3)CC2)c1C	3	7	0	-10	-8	3	7	5	1	1	24
OCc1ccc(-c2ccc3nccn3c2)cc1	-7	·	-17	-27	0	-10	6	8	·	-21	-6
CCOc1ccc(S(=O)(=O)N2CCC(C(=O)NCc3ccncc3)CC2)cc1	3	3	20	29	-15	-3	-14	5	-7	6	7
CC(C)C(=O)NC(c1ccco1)c1ccc2cccnc2c1O (stereo unspecified)	10	21	5	34	19	45	11	6	11	38	11
Cc1sc2nc(CSCC(=O)N(C)c3ccccc3)[nH]c(=O)c2c1C	0	-13	-11	-11	-9	4	-9	1	4	-2	15
CN(c1ccc([N+](=O)[O-])cc1/C=N/NC(=O)COc1ccccc1)C1CCCCC1	4	-4	-6	8	-17	16	0	-6	6	-2	11
COc1ccccc1C1/C(=C(/O)c2ccccc2)C(=O)C(=O)N1CCO (stereo unspecified)	10	7	-4	-6	-13	4	-11	-11	8	0	-8
CS(=O)(=O)N1CCC(Oc2cccc(C(=O)NCCCC3CCCC3)c2)CC1	·	0	·	·	5	-6	-8	-3	-5	-3	9
CCOc1ccc(C(=O)/C=C/Nc2ccc(S(=O)(=O)N=C(N)N)cc2)cc1	3	-41	-20	-42	-5	-10	-18	-6	13	-32	-24
CCOc1ccc(C(=O)CCNC(Cc2cnc[nH]2)C(=O)O)cc1 (stereo unspecified)	8	-3	-1	1	-12	-16	-2	-1	-3	-18	4
COC(=O)c1c(-c2ccc(OC)cc2)sc2cc(OC)c(OC)cc12	9	9	-7	-34	-5	-3	-3	-9	4	21	-9
COC(=O)CSc1cnc2ccccc2n1	-1	2	-4	6	-11	13	11	-12	1	-8	21
CC(C)(C)c1ccccc1NC(=O)CN1C(=O)NC2(CCCC2)C1=O	1	-4	-6	34	5	-10	-14	-2	-3	9	-2
Cc1cc(C)n2nc(SCN3C(=O)c4ccccc4C3=O)nc2n1	-21	-10	-11	5	15	24	-4	-11	7	2	3
CCCc1nc2ccccc2c(C(=O)OCC(=O)NC2CC2)c1CC	-4	-3	3	-8	17	5	-5	-1	-9	-2	-1
Oc1ccccc1-c1nnc(-c2ccc(C(F)(F)F)cc2)o1	-3	-6	-11	-50	5	-40	-31	3	2	-1	-15
COc1cc2nc(CN3CCC(Cc4ccccc4)CC3)[nH]c(=O)c2cc1OC	-6	3	4	10	-9	4	-15	7	6	1	2
O=C(NN=C1CCCCCC1)C(=O)Nc1cccc(Br)c1	?	-12	-6	7	13	13	-10	1	-3	11	-23
CCCSc1nnc2n(N)c(=O)c3ccccc3n12	1	-6	-12	-6	-15	2	-4	-9	12	14	10
COc1ccc(CCNC(=O)CCCn2c(=O)c3cccn3c3cccnc32)c(OC)c1OC	8	2	10	-15	3	-10	-27	-18	-2	-21	4
Cc1c(NS(=O)(=O)c2cc(C(=O)NC(C)c3ccccc3)ccc2Cl)c(=O)n(-c2ccccc2)n1C (stereo unspecified)	11	-2	4	2	-3	2	-16	6	-8	7	-1
CCNc1nc(ON=C(C)C)nc(N(C)C)n1	10	-4	-23	-13	3	7	3	0	-7	15	-6
CCOc1ccc(C2C=C(c3ccccc3)Nc3nnnn32)cc1 (stereo unspecified)	-21	-34	-20	-72	-7	-48	-83	1	19	-43	-24
COC(=O)c1ccc2c(=O)n(C3CCCCC3)c(SCC#N)nc2c1	-7	-13	-4	-14	3	1	-10	6	-9	1	-2
CC(C)OC(=O)c1cc2c(ccn2C)n1CC(=O)N(Cc1ccccc1)c1ccccc1	-10	3	17	-3	46	-58	-50	-1	-12	19	-3
CC(=O)N1CCN(C(=O)c2cccc(S(=O)(=O)Nc3c(C)n(C)n(-c4ccccc4)c3=O)c2)CC1	-1	-2	-2	-5	0	4	0	-5	-11	2	-18
CCNC(=S)NNC(=O)c1ccc(S(=O)(=O)NCc2ccco2)cc1	3	6	-3	-1	7	11	5	9	6	24	-6
CCC(C)(C)NC(=O)C(c1ccc(O)cc1)N(C(=O)Cn1nnc2ccccc21)c1ccc(NC(C)=O)cc1 (stereo unspecified)	5	5	-1	-9	-7	-17	-15	-16	3	5	-2
COc1cc(/C=N/NS(=O)(=O)c2ccc(C(C)(C)C)cc2)cc([N+](=O)[O-])c1O	15	5	9	-5	-1	9	0	-7	-2	5	-2
COC(=O)c1ccc(NC(=O)c2cccc(OC)c2)cc1	16	-22	-43	-39	28	-67	-119	0	2	-124	-84
CCOc1cccc(N2C(=O)CC(N3CCC(C(N)=O)(N4CCCCC4)CC3)C2=O)c1 (stereo unspecified)	7	8	12	9	-1	-7	-19	9	4	-3	-39
CCOc1cc(CNCCSc2nnnn2C)cc(Br)c1OCc1ccc(F)cc1	-5	-1	-3	-3	18	4	23	4	-14	0	0
Cn1nccc1C(=O)N1CCCC(C(=O)c2cccc3ccccc23)C1 (stereo unspecified)	-2	-1	-19	-52	-5	-5	10	-1	-6	-11	-15
Cc1ccc([N+](=O)[O-])c(NC2OC(CO)C(O)C2O)c1 (stereo unspecified)	-9	1	3	0	13	10	15	-4	-4	18	-1
COc1ccc(NS(=O)(=O)c2ccc(Oc3ncccn3)cc2)cc1	-11	2	1	4	3	17	5	-3	2	19	·
COc1cccc(Oc2ncnc(N)c2[N+](=O)[O-])c1	-11	0	14	7	7	-4	-17	-14	-4	12	3
CC(C)C(=O)Nc1nnc(SCc2cccc(F)c2)s1	-4	-1	-11	-13	-3	-16	-36	5	-2	-28	-20
C[C@H]1CN([C@@H](C)CO)C(=O)c2cccc(NC(=O)c3ccc(-c4nccs4)cc3)c2O[C@@H]1CN(C)C(=O)NC1CCCCC1	32	3	-4	3	9	16	-13	-7	-5	11	3
CCc1nnc(NS(=O)(=O)c2ccc(N)cc2)s1	-2	-5	-5	23	9	-1	5	-10	-3	6	-8
NS(=O)(=O)c1cccc(NC(=O)COC(=O)c2ccccc2C(=O)c2ccccc2)c1	9	6	-16	0	-24	-18	-6	2	-1	0	-10
Cc1cc(C)nc(SCCS(=O)Cc2ccc(Cl)cc2)n1 (stereo unspecified)	2	6	-7	0	8	-24	1	-2	4	-2	·
CCOC(=O)C1=C(N)n2c(s/c(=C\c3cccnc3)c2=O)=C(C(=O)OC)C1c1cccnc1 (stereo unspecified)	·	24	2	-45	-5	-5	-31	-18	7	-4	-1
CCN1C(=O)C(CC(=O)NCc2ccc(Cl)cc2)N(CC)C1=O (stereo unspecified)	·	9	·	·	-4	-14	-19	1	8	19	-7
Cc1ccc(N2C(=O)N(C(C)C)C(C)(C)CC2(C)O)cc1 (stereo unspecified)	6	-1	5	-4	7	13	-11	-10	-10	2	-9
COC(=O)COc1cccc2c(=O)n(CC(=O)NCc3ccccc3)ccc12	36	15	-31	10	24	3	-9	8	-6	32	22
CCN1/C(=C/C=C/C=C/C=C/c2sc3ccccc3[n+]2CC)Sc2ccccc21	-10	36	-3	29	39	14	12	7	1	3	-1
COC(=O)c1ccc(NC(=O)CN2CCN(c3ccccn3)CC2)cc1	3	-2	-14	-24	-6	15	-5	0	-2	-8	1
Cc1ccsc1C(=O)NNC(=O)c1ccc(NS(=O)(=O)c2cccs2)cc1	-11	-1	17	5	-4	11	-2	9	-2	-8	9
O=C(c1ccc(C#CC2(O)CCCCC2)cc1)N1CCN(C(c2ccccc2)c2ccccc2)CC1	-16	?	18	-30	-5	-7	-12	-7	-8	-3	-16
O=S(=O)(c1ccc(Br)cc1)N1CCN(c2ccccc2)CC1	9	4	4	21	-12	-7	-32	-8	-5	-5	-15
CC1CN(C2CCN(C(=O)c3ccccc3)CC2)CC(C)O1 (stereo unspecified)	-7	-8	-9	-6	0	14	12	-7	-4	-3	-1
CC(=O)c1ccc(-c2ccc(-c3cc(=O)oc4c(C(C)C)ccc(C)c34)cc2)cc1	-3	6	13	-33	23	-9	-12	3	0	15	21
CCNC(=S)Nc1ccc(C)c(Cl)c1	-2	2	-6	0	-7	-4	-2	2	7	-8	-16
C#Cc1ccc([C@@H]2C=C(C(=O)O)O[C@H](OCc3ccc(CO)cc3)C2)cc1	1	8	2	-35	10	-17	2	-14	5	10	-10
Cc1ccc(S(=O)(=O)N2CCC(N3CCC(C)CC3)CC2)cc1	-4	-6	-28	9	16	10	13	9	1	2	3
CCCCc1ccc(NC(=S)NCCO)cc1	-1	-5	-18	-11	-1	-2	-8	2	12	-9	-26
Continued.
SMILES	Vif inh	EBV LMP1 NFkB	COUP-TFII inh	NCOA2 inhibitor	TRAIL sens C8	NCOA3 inh	SRC1 inh	NOD2 RIPK2 PPI	TLR9-MyD88 block	NR5A2 inv ag	TROY NFkB inh
COc1cc(/C=C(/C#N)C(=O)Nc2ccccc2)ccc1OCc1ccc(C(=O)O)cc1	13	0	11	-16	-1	-16	-14	-3	1	-12	-6
CCOC(=O)C1CCCN(C(=O)CNC(=O)c2ccc(Br)o2)C1 (stereo unspecified)	-3	-3	-14	7	-11	-7	0	4	8	9	-4
O=c1c2c(ncn1Cc1ccccc1)nc1n2CCC1	0	12	12	-21	-2	-7	-7	-8	-2	-11	8
CC(=O)Oc1ccc(Cn2c(C)c(C(=O)N(C)Cc3ccc(F)cc3)sc2=O)cc1	1	·	4	-20	3	16	12	-9	·	-6	7

Bioassay records from PubChem.

This is a subset; the hit share may differ from the screen's.
